JMJD2C inh – inhibitors of human GASC-1 (JMJD2C) demethylase; GST-JMJD2C(1-420) H3K9me3 demethylation, DELFIA europium; inhibition, % at 2.35 µM; 0.069% of 330,000 active; AID 2099;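 active = more than half of a compound's replicate wells show inhibition beyond 50%, single wells judged on their own value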;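 also: signal counts dimethyl H3K9 product captured on neutravidin plate; 0% = median of DMSO wells and 100% = 0.3 times that DMSO median; strong numbers were not always called active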
PP1 counter – counter-screen for PP5 inhibitors: inhibitors of human PP1-alpha. purified PP1alpha, OMFP fluorescence. inhibition, % at 6.7 µM. 0.9% of 320,000 active;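 active = inhibition above the mean inhibition of all tested compounds plus 3 SD, computed separately for each screening campaign, cut at about 15% in these data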
Target sequence (P62136 whole entry, looked up): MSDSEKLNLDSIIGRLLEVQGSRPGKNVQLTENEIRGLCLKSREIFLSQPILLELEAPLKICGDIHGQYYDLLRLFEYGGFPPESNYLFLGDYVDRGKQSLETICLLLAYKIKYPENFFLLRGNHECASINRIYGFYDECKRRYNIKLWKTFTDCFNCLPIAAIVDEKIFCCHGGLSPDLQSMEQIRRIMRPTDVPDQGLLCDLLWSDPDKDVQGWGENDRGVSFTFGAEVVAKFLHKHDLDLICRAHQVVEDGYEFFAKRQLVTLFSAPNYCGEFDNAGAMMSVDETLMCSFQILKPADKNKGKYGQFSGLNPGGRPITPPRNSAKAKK
ZTA counter – blocks Epstein-Barr virus ZTA, an EBNA-1 counter-screen. AID 2234. inhibition, % at 11 µM. P03206. 0.15% of 320,000 active. ZTA-DNA binding, fluorescence polarization; in the data active = inhibition above about 33%
TPT1 inhibitor – C. albicans TPT1 enzyme inhibition | AID 1962 | recombinant caTPT1, FP RNA substrate dephosphorylation | inhibition, % at 5 µM | 0.81% of 300,000 active;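 active = inhibition above the mean of all tested compounds plus 3 SD, set per screening campaign, cut at about 24% in these data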;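 also: plate controls were DMSO alone for no effect and ferristatin control at 100 nM for full effect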
Yeast superoxide – lowers age-related superoxide in aged yeast cells; S. cerevisiae aged cells, superoxide DHE fluorescence; active compounds read low; superoxide response (% of plate mean), % at 10 µM; 0.18% of 330,000 active; AID 2690;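 active = superoxide response under a set limit, about three screen SD below normal, cut at about 65% in these data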;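 also: yeast aged for seven days with compound at 30 °C before DHE staining; 100% = average MFI of all compound-treated wells on the plate with controls excluded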
EBNA-1 inh – blocks EBNA-1 binding to DNA. EBNA-1 DNA binding, fluorescence polarization. inhibition, % at 14.8 µM. 0.34% of 300,000 active. AID 1950; in the data active = inhibition above about 28%
core dimer inh – blocks dimerization of HCV core protein. TR-FRET GST/Flag-core106 dimerization, 1536-well. inhibition, % at 5 µM. 0.33% of 300,000 active;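 active = inhibition above the mean of all tested compounds plus 3 SD, set per screening campaign, cut at about 45% in these data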
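Material: Tagged HCV core106 pair (GST and Flag) | Amount: GST-core106 13.5 nM, Flag-core106 17 nM | Medium: KF-containing HEPES buffer, pH 7.45, DTT, CHAPS, BSA | Reagent: Eu donor and XL665 acceptor anti-tag antibodies | Schedule: 4 h at 22.5 °C | Technique: Time-resolved FRET, ex 340 nm, em 617 and 671 nm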
CTSL1 counter – blocks F. hepatica cathepsin L1 in PFM18AAP counter-screen. recombinant F. hepatica cathepsin L1, Z-Leu-Arg-MCA fluorescence. inhibition, % at 5.96 µM. 0.49% of 300,000 active. AID 1906;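 active = inhibition above the mean of all tested compounds plus 3 SD, set per screening campaign, cut at about 17% in these data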;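 also: 0% = plate median of test compound wells and 100% = 1 µM Z-Phe-Ala-diazomethylketone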
PP5 inh – inhibitors of human protein phosphatase 5 (PP5). 0.18% of 320,000 active. inhibition, % at 6.7 µM. purified PP5c, OMFP substrate fluorescence. P53041;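 active = inhibition above the campaign's mean inhibition across all tested compounds plus 3 SD, cut at about 9.5% in these data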;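 also: 0% = DMSO only and 100% = 100 µM cantharidin control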
Target sequence (P53041 whole entry, looked up): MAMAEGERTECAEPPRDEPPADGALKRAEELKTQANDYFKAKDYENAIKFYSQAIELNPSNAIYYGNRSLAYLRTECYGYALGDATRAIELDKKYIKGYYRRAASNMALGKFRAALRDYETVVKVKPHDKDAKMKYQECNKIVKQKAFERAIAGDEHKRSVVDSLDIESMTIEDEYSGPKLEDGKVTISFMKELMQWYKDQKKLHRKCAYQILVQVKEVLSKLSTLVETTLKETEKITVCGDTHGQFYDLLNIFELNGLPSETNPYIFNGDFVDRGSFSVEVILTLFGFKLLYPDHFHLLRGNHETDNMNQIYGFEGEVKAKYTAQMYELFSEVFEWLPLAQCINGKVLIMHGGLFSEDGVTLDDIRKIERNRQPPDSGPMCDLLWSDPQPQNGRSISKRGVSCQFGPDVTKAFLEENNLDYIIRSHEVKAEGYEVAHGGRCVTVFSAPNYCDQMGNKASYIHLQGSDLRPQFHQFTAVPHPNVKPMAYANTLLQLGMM
An asterisk follows results filed as active; . = not tested or not shown.

nr | Compound | PP5 inh | EBNA-1 inh | TPT1 inhibitor | JMJD2C inh | CTSL1 counter | ZTA counter | core dimer inh | PP1 counter | Yeast superoxide
1 | CC(=O)N1CCN(CCS(=O)(=O)c2ccc(Br)cc2)CC1 | 2.4 | . | . | 2 | . | -8 | . | -5 | 89
2 | COC(=O)c1cc(NC(=S)Nc2cc(Cl)cc(Cl)c2)cc(C(=O)OC)c1 | 4.2 | 4 | -1 | 1 | -1 | 5 | 2 | -1 | 83
3 | COc1cc(C(=O)Nc2ccc3nc4n(c(=O)c3c2)CCCC4)ccc1Br | 0.3 | 7 | -2 | -3 | 0 | 9 | 6 | -1 | 106
4 | CCOc1cc(/C=N/O)ccc1OS(=O)(=O)c1ccc(C)cc1 | 3.4 | -10 | 1 | 7 | 2 | 3 | 1 | 0 | 93
5 | COc1cccc(/C=C(\C(=O)O)c2ccccc2)c1 | -0.1 | 12 | -2 | -15 | -4 | 11 | 1 | -6 | 95
6 | COc1cccc2sc(=NC(=O)CCS(=O)(=O)c3ccc(C)cc3)n(C)c12 | 1.7 | -18 | -1 | 4 | -2 | -2 | 0 | -6 | 114
7 | CCc1ccc(NC(=O)Nc2cccc(OC)c2)cc1 | 5.8 | -2 | -1 | 3 | -1 | 7 | -3 | 1 | 107
8 | CCc1ccccc1N(CC(=O)NCc1ccc(OC)cc1)C(=O)CCC(=O)Nc1ccccn1 | 0.3 | 0 | -3 | -2 | -3 | 11 | 7 | 2 | 91
9 | OC(COc1ccc(CNCCc2ccc(C(F)(F)F)cc2)cc1)CN1CCCCC1 (stereo not drawn) | 0.1 | -2 | -2 | 2 | 4 | 3 | 3 | -14 | 81
10 | COC(=O)Cc1ccc(NC(=S)NNC(=O)C2CC2)cc1 | 1.4 | -10 | 2 | 11 | -2 | -8 | 1 | 0 | 106
11 | CN(C)CCCN(C(=O)COc1ccccc1)c1nc2c(F)cccc2s1 | 0.6 | 7 | 0 | 5 | -2 | 3 | -5 | 0 | 94
12 | Cc1cc(C)cc(Cn2ncc(Cl)c(Cl)c2=O)c1 | -1.3 | 6 | 5 | 10 | -2 | 21 | 22 | -4 | 96
13 | C=CCSc1nnc(Cn2c(=O)sc3ccccc32)n1C | -1.3 | -7 | -4 | 1 | -2 | 18 | -5 | -4 | 88
14 | COc1ccc(NC(=S)NN2CCN(C)CC2)cc1 | -3.1 | 1 | -6 | 18 | 2 | 2 | -2 | -1 | 95
15 | C=CCOn1c(-n2nc(C)cc2C)nc2ccccc2c1=O | 0.4 | 5 | -2 | -2 | -1 | 9 | 3 | 3 | 72
16 | O=C(NCc1cccs1)c1ccc(N2CCCCC2)nc1 | 3.4 | -3 | 13 | 5 | -4 | 15 | -1 | 1 | 98
17 | Nc1nc(Sc2ccc(C(F)(F)F)cc2[N+](=O)[O-])n[nH]1 | 1.9 | -4 | -2 | -6 | -3 | 10 | -4 | -8 | 154
18 | Cc1cc(C)nc(SCC(=O)c2ccc(O)c(O)c2)n1 | -0.6 | -1 | -3 | 1 | 5 | -9 | -2 | 4 | 103
19 | COc1cccc(CN2CCNC(=O)C2CC(=O)NCc2cc(C(C)C)no2)c1 (stereo not drawn) | 1.0 | -5 | -8 | -4 | 5 | 1 | 2 | -5 | 98
20 | Cc1ccc(NC(=S)Nc2ccccn2)cc1C | 1.4 | 9 | -4 | 6 | 0 | -12 | 2 | -2 | 94

4 of these compounds in a different format.
Each structure is followed by: PP5 inh	EBNA-1 inh	TPT1 inhibitor	JMJD2C inh	CTSL1 counter	ZTA counter	core dimer inh	PP1 counter	Yeast superoxide
15: C=CCOn1c(-n2nc(C)cc2C)nc2ccccc2c1=O
 : 0.4	5	-2	-2	-1	9	3	3	72
16: O=C(NCc1cccs1)c1ccc(N2CCCCC2)nc1
 : 3.4	-3	13	5	-4	15	-1	1	98
17: Nc1nc(Sc2ccc(C(F)(F)F)cc2[N+](=O)[O-])n[nH]1
 : 1.9	-4	-2	-6	-3	10	-4	-8	154
18: Cc1cc(C)nc(SCC(=O)c2ccc(O)c(O)c2)n1
 : -0.6	-1	-3	1	5	-9	-2	4	103

Continued.
nr | Compound | PP5 inh | EBNA-1 inh | TPT1 inhibitor | JMJD2C inh | CTSL1 counter | ZTA counter | core dimer inh | PP1 counter | Yeast superoxide
21 | COC(=O)CN1C(=O)CSc2ncccc21 | 1.5 | -4 | -6 | 1 | -2 | -3 | -5 | -4 | 93
22 | O=C(O)CCc1ccc(-c2ccccc2)n1-c1ccc(C(=O)O)cc1 | 1.0 | -9 | -3 | -15 | 1 | 9 | 2 | 0 | 103
23 | O=[N+]([O-])c1cc(C(F)(F)F)ccc1NCCc1ccncc1 | 0.7 | 10 | -4 | -17 | 1 | 0 | -8 | 0 | 91
24 | O=C(NCC(c1ccco1)N1CCCCC1)c1cccc(NS(=O)(=O)c2ccc(Br)cc2)c1 (stereo not drawn) | 0.5 | 3 | 3 | 108 | 0 | 7 | 7 | -4 | 92
25 | Cc1cccc(N2CCN(C(=O)c3ccc4nc[nH]c4c3)CC2)c1C | 1.5 | 7 | 2 | -10 | -4 | -4 | 0 | 1 | 105
26 | O=C(O)C1CCCCC1C(=O)NCc1ccccn1 (stereo not drawn) | -1.3 | -10 | -1 | -4 | -1 | 0 | -3 | -1 | 114
27 | COC(=O)Nc1ccc(S(=O)(=O)N2CCC(C)CC2)cc1 | 2.9 | 1 | 3 | -2 | -7 | 2 | -1 | 0 | 93
28 | COc1ccc(S(=O)(=O)Nc2cccc(N(C)S(C)(=O)=O)c2)cc1Br | 0.9 | -6 | -2 | -4 | -1 | 0 | -3 | -4 | 87
29 | CCN(CC)CC(=O)Nc1scc2c1c(=O)oc1ccccc12 | 2.0 | 0 | -1 | -5 | -2 | 17 | 6 | 0 | 94
30 | CCOc1cc(-c2noc(CCC(=O)N3CCOCC3)n2)ccc1OC | 0.2 | -14 | -5 | 13 | 1 | 0 | -6 | -1 | 100
31 | CC1(C)CC(=O)CC(=Nc2ccc(C(=O)O)cc2)C1 | -6.5 | 3 | -2 | -4 | 6 | -5 | -9 | -12 | 100
32 | O=C(COC(=O)CCc1ccc(S(=O)(=O)N2CCOCC2)cc1)NCc1ccc(Cl)cc1 | 2.2 | -6 | 6 | 1 | -3 | 2 | 0 | -1 | 101
33 | CN(c1ccc(C(=O)NCC2CCCO2)cc1)S(=O)(=O)c1ccccc1 (stereo not drawn) | -1.9 | 14 | -5 | -2 | 2 | 11 | -2 | -3 | 87
34 | Cc1cccc(N2CCN(Cc3c(C)n(C)n(-c4ccccc4)c3=O)CC2)c1C | -0.6 | 4 | -1 | 18 | -2 | -16 | 0 | -4 | 96
35 | Cc1c(C(=O)NCC(C)(C)N2CCOCC2)oc2ccccc12 | 0.2 | . | . | 6 | . | 3 | . | 1 | 107
36 | COc1ccc(Nc2nc(C)c3ccccc3n2)cc1 | 1.9 | 9 | 0 | 0 | 0 | 16 | -4 | 2 | 92
37 | Cc1ccc(NC(=O)CN2CCc3cc4c(cc3C2)OCCCO4)cc1 | 1.8 | -11 | -6 | 69 | -3 | -12 | 8 | -3 | 112
38 | Cc1cccc(NC(=S)NNC(=O)c2ccc(Br)o2)c1 | -0.7 | 14 | 1 | 19 | 2 | 20 | -4 | -1 | 105
39 | CCn1c(=O)c(=O)[nH]c2cc(C(=O)N(C)Cc3ccc(OC)c(F)c3)ccc21 | 3.0 | -11 | -3 | 1 | -1 | 8 | 5 | 0 | 92
40 | CCCCNC(=O)CN1C(=O)NC(CCc2ccccc2)C1=O (stereo not drawn) | -0.7 | -4 | 2 | -2 | -1 | 5 | 0 | 0 | 106
41 | CCC(C)NC(=O)CSc1ccc(NC(C)=O)cc1 (stereo not drawn) | -2.2 | -5 | 3 | 3 | -5 | 7 | 1 | -6 | 110
42 | Cc1noc(C(=O)NCc2ccccc2)c1Cl | 1.8 | -7 | -1 | -3 | -3 | 1 | -3 | 1 | 98
43 | Cc1c2cnn(CC(=O)NCCN3CCOCC3)c(=O)c2c(C)n1Cc1ccc(F)cc1 | 3.2 | -6 | 0 | 6 | -3 | 3 | 4 | 0 | 104
44 | O=C(O)c1ccc(C2CCCCC2)cn1 | 2.9 | -7 | 1 | -24 | 1 | -15 | -4 | 11 | 97
45 | C=CCn1c(SCC(=O)NCCCC)nc2scc(-c3ccco3)c2c1=O | -0.2 | 10 | -1 | -26 | 3 | 5 | 2 | 1 | 107
46 | COc1ccc(S(=O)(=O)N(C)CC(=O)Nc2ccc(C(N)=O)cc2)cc1OC | -0.9 | -7 | -5 | 2 | -2 | -12 | -3 | -2 | 113
47 | Cc1ccccc1NS(=O)(=O)c1ccc(OCCNS(C)(=O)=O)cc1 | 0.0 | -4 | 1 | 1 | -4 | -7 | 0 | -2 | 94
48 | O=C(Cc1ccccc1)NNC(=O)Nc1ccccc1 | -3.3 | -5 | -1 | -6 | 2 | -10 | -5 | -3 | 86
49 | Cc1ccsc1/C=N/NC(=O)c1nnn(-c2nonc2N)c1-c1ccccc1 | 1.9 | -8 | 2 | -8 | 5 | -5 | -1 | 1 | 97
50 | CCC(=O)OCC(=O)Nc1cc(S(=O)(=O)N(C)C)ccc1Cl | -1.8 | -14 | 3 | 2 | -9 | 6 | -3 | -7 | 95

Compounds from the list above that have a furan ring, fused or not (four):
nr | Compound | PP5 inh | EBNA-1 inh | TPT1 inhibitor | JMJD2C inh | CTSL1 counter | ZTA counter | core dimer inh | PP1 counter | Yeast superoxide
24 | O=C(NCC(c1ccco1)N1CCCCC1)c1cccc(NS(=O)(=O)c2ccc(Br)cc2)c1 (stereo not drawn) | 0.5 | 3 | 3 | 108 | 0 | 7 | 7 | -4 | 92
35 | Cc1c(C(=O)NCC(C)(C)N2CCOCC2)oc2ccccc12 | 0.2 | . | . | 6 | . | 3 | . | 1 | 107
38 | Cc1cccc(NC(=S)NNC(=O)c2ccc(Br)o2)c1 | -0.7 | 14 | 1 | 19 | 2 | 20 | -4 | -1 | 105
45 | C=CCn1c(SCC(=O)NCCCC)nc2scc(-c3ccco3)c2c1=O | -0.2 | 10 | -1 | -26 | 3 | 5 | 2 | 1 | 107

More compounds.
nr | Compound | PP5 inh | EBNA-1 inh | TPT1 inhibitor | JMJD2C inh | CTSL1 counter | ZTA counter | core dimer inh | PP1 counter | Yeast superoxide
51 | Cc1ccc(S(=O)(=O)NNC(=O)C2CC=CCC2C(=O)O)cc1 (stereo not drawn) | 2.0 | -9 | -3 | -27 | -5 | -17 | 2 | 4 | 92
52 | NC(=O)c1ccc(NCc2ccco2)c([N+](=O)[O-])c1 | -1.7 | -5 | 2 | -5 | 4 | 8 | 4 | 3 | 99
53 | O=C(N/N=C/c1ccc(OC(=O)c2ccccc2Cl)cc1)c1ccc(O)cc1 | 3.3 | 0 | -6 | 4 | 3 | -2 | -13 | 6 | 104
54 | CCN(CC)CCCN1C(=O)C(=O)/C(=C(/O)c2ccc(OC)cc2)C1c1ccco1 (stereo not drawn) | 0.8 | 0 | 6 | 11 | -9 | 3 | 1 | -2 | 109
55 | CC(C)c1ccc(NCCC(=O)c2ccc(Br)cc2)cc1 | 1.2 | -3 | 4 | 6 | 1 | 5 | -2 | -4 | 101
56 | O=C(Nc1ncc(S(=O)(=O)c2ccc([N+](=O)[O-])cc2)s1)c1cccnc1 | 1.1 | 1 | -2 | -5 | 0 | -11 | 7 | -5 | 103
